Nrf2 activator: activates Nrf2 signaling; AREc32 ARE-luciferase reporter (MCF7-derived line), luminescence, 24 h; Potency, µM (titrated, usually from 46.1 µM), without a hit: at the highest dose activation, actives largely listed as activators; 410,000 tested, 0.31% active; AID 624171; also: % of control where 0% means no effect; nearly all actives have a fitted effect of over 65% in size
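Each well held 1000 AREc32 cells, which were incubated with compound for 24 hr at 37 deg C after overnight attachment, and ARE reporter activity was quantified by firefly luciferase luminescence.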
TGFb SMAD3 inh: inhibitors of TGF-b signaling. HepG2 CAGA-GFP TGF-b/SMAD3 reporter, GFP fluorescence, 18 h; TGF-beta stimulated, 500 pg/mL final. 410,000 tested, 1.2% active. Potency, µM (series often up to 46.1 µM), without a hit: at the top dose activity, negative = inhibition, usual class: inhibitors; also: % is scaled to controls: 0 for no effect and ±100 for the full control effect; nearly all actives have a fitted effect of over 65% in size
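Inhibition was scored as loss of TGF-beta-induced (500 pg/mL final, 18 hours, 37 degrees C) GFP in HEPG2 cells carrying a CAGA-GFP reporter, in DMEM with 1% FBS. Well GFP was summed per cell; Activity was normalised to unstimulated and stimulated DMSO wells, then concentration-response fitting.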
A549 tox: counter-screen for Nrf2 inhibitors: cytotoxicity in A549 cells. A549 ARE-Fluc cells, CellTiter-Fluor viability, 18-24 h. Potency, µM (series often up to 46 µM), for the others: at the top dose activity change, negative = cytotoxicity, most hits filed as inhibitors. 390,000 tested, 0.16% active. AID 504648; also: % is scaled to controls: 0 for no effect and ±100 for the full control effect
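A549 ARE_Fluc cells in 5% FBS OPTI-MEM were exposed to compounds in concentration-response for 18-24 h at 37 deg C. Viability was read by CellTiter-Fluor fluorescence (Ex 405/Em 525) after 30 min, before the luciferase read.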
* = called active by the depositor; ? = inconclusive. Calls follow the shape of the dose curve; as a rule, active = well fitted curve in the direction sought with a large enough effect; inconclusive = small, poorly fitted or top-dose-only effect, or another doubt; inactive = no such curve, though single readings can be large; an effect the other way counts as inactive or inconclusive. Potency is read from the fitted curve at half-maximal effect. Only part of the results is shown; rates above refer to the full screens.

SMILES | Nrf2 activator | TGFb SMAD3 inh | A549 tox
Cc1c(C(=O)N2CCC(C)CC2)c(S(=O)(=O)N2CCN(c3cccc(Cl)c3)CC2)c(C)n1C | -0.1% | -11.8% | 0.2%
COc1ccc(-n2c(SCC(=O)NCc3ccccc3)nc3n[nH]c(C)c3c2=N)cc1 | 6.8% | -13.3% | 2.6%
Cc1cccc(CSc2ncc(CO)n2Cc2ccc(F)cc2)c1 | -0.6% | 2.3% | -0.7%
COc1ccc(OCC2c3cc(OC)c(OC)cc3CCN2C(=O)c2ccc(F)cc2)cc1 (stereo unspecified) | 2.6% | -7.4% | 7.7%
COc1cccc(-n2c(=O)c3c(C)c(C(=O)N(C)C)sc3n(CC(=O)Nc3ccc(C)cc3Cl)c2=O)c1 | 0.5% | -2.2% | -0.9%
O=c1c2c3c(sc2nnn1Cc1ccc(F)cc1)CCCC3 | -0.4% | -18.0% | 17.1%
CC1=C(C(=O)Nc2cc(Cl)ccc2C)C(c2cccs2)n2ncnc2N1 (stereo unspecified) | 0.3% | 7.8% | 5.2%
Cc1ccc(NC(=O)CSc2nc(C3CCCC3)nc3c2c(=O)n(C)c(=O)n3C)c(C)c1 | 0.4% | -0.2% | -15.9%
Cc1c(C(=O)N(C)C)sc2c1c(=O)n(-c1ccc(F)cc1)c(=O)n2Cc1ccccc1C#N | -0.4% | -2.1% | 0.5%
Fc1ccccc1N1CCN(c2ncc3c(n2)CCN(Cc2ccc(Br)s2)C3)CC1 | 0.3% | -28.4% | 2.5%
CCC(=O)N1CCCc2cc(S(=O)(=O)N3CCC(C(=O)NC4CCCCC4)CC3)ccc21 | 5.2% | -18.2% | 8.3%
COc1ccc(-c2nc(C)c(CCNC(=O)c3cccs3)s2)cc1 | 5.9% | 5.9% | -0.3%
Cc1ccc(CNC(=O)CN2C(=O)C3CCCCN3c3ccc(C(=O)N(C)C)cc32)cc1 (stereo unspecified) | -0.3% | 2.4% | 3.1%
Cc1cccc(NS(=O)(=O)c2ccc3c(c2)C(C)(C)C(=O)N3C)c1 | 3.2% | -24.8% | -0.9%
O=C(NCc1ccc(F)cc1)c1cnc(N2CCCCC2)c2ccccc12 | 0.1% | -23.2% | -0.1%
COc1ccc(-n2c(/C=C/c3ccccc3F)nc3cc(OC)c(OC)cc3c2=O)cc1Cl | -0.6% | 6.9% | -4.6%
CC(=O)N(Cc1cccnc1)c1nc2cc(C)cc(C)c2s1 | 7.2% | 0.0% | 10.2%
Cc1ccc(NC(=O)c2ccc(F)c(S(=O)(=O)N3CCc4ccccc4C3)c2)cc1F | 3.1% | ? | -17.2%
COc1ccc(C)cc1NS(=O)(=O)c1ccc2c(c1)CCCN2C(C)=O | 2.7% | -8.8% | 1.3%
Cc1cc(C)c(NC(=O)Cn2nc(-c3ccncc3)ccc2=O)c(C)c1 | 0.5% | -1.8% | 0.4%
COc1ccccc1CNC(=O)c1cnc(N2CCCC2)nc1C | 0.0% | 0.6% | 14.4%
COc1ccc(OC)c(NS(=O)(=O)c2ccc(N3CCCCS3(=O)=O)cc2)c1 | -0.9% | ? | -16.1%
COc1cccc(NC(=O)c2ccc3nc(CCc4ccccc4)oc3c2)c1 | 7.0% | -21.7% | -18.9%
Cc1ccc(CNC(=O)CSc2nc3ccsc3c(=O)n2-c2ccc(C(=O)O)cc2)cc1 | -0.6% | 0.0% | 0.5%
Cc1ccc(-n2ncc3c(NCCCN4CCOCC4)ncnc32)cc1 | 3.3% | -0.3% | 2.5%

A draw from above in order of molecular weight, highest first.
SMILES | Nrf2 activator | TGFb SMAD3 inh | A549 tox
COc1cccc(-n2c(=O)c3c(C)c(C(=O)N(C)C)sc3n(CC(=O)Nc3ccc(C)cc3Cl)c2=O)c1 | 0.5% | -2.2% | -0.9%
CCC(=O)N1CCCc2cc(S(=O)(=O)N3CCC(C(=O)NC4CCCCC4)CC3)ccc21 | 5.2% | -18.2% | 8.3%
Cc1cc(C)c(NC(=O)Cn2nc(-c3ccncc3)ccc2=O)c(C)c1 | 0.5% | -1.8% | 0.4%

(listing goes on)
SMILES | Nrf2 activator | TGFb SMAD3 inh | A549 tox
CC(C)c1ccc(NC(=O)CS(=O)(=O)c2cccc3nsnc23)cc1 | -0.5% | -5.2% | -4.5%
CN1CCN(C(CNC(=O)C(=O)Nc2ccccc2)c2ccc3c(c2)OCO3)CC1 (stereo unspecified) | 0.1% | -20.5% | -9.7%
CCc1ccccc1NS(=O)(=O)c1ccc2[nH]cc(C(=O)N(CC(C)C)CC(C)C)c(=O)c2c1 | 1.0% | -7.5% | 0.5%
CCOC(=O)c1noc2ncn(Cc3cccc(C#N)c3)c(=O)c12 | 0.6% | -37.3% | -9.4%
CC(=O)N1CCc2c(sc(NC(=O)CSc3ccc(F)cc3)c2-c2nc3ccccc3s2)C1 | 12.4% | ? | -10.7%
CC(=O)OCc1cnc(C)c2oc(=O)c(C(=O)Nc3cccc(F)c3)cc12 | -1.0% | 32.4% | 10.9%
COc1ccccc1N1CCN(C(=O)CSc2nc3ccccc3nc2Cc2ccc(F)cc2)CC1 | 0.5% | 4.0% | -12.7%
COc1ccc(OC)c(S(=O)(=O)NCC(c2cccs2)S(=O)(=O)c2ccc(F)cc2)c1 (stereo unspecified) | 16.3% | ? | 5.7%
COc1ccc(-c2c(C)c3ccc(O)c(CN4CCCCC4)c3oc2=O)cc1OC | -0.9% | -4.6% | 18.8%
O=C(NCc1cccs1)c1ccc2c(=O)n3nc(Nc4ccccc4)sc3nc2c1 | -0.2% | ? | -12.0%
CN(C)c1ccc(C(CNS(=O)(=O)c2ccc(F)cc2)N2CCOCC2)cc1 (stereo unspecified) | 0.7% | 9.8% | 0.4%
O=C(NCCc1ccc(F)cc1)C(=O)NCC(c1cccs1)S(=O)(=O)c1cccs1 (stereo unspecified) | 4.5% | 10.6% | 9.6%
Cc1cccc(N2CCN(C(=O)c3cc(S(=O)(=O)N4CCC(C)CC4)cn3C)CC2)c1C | -1.2% | ? | -8.4%
CSCCC(NS(=O)(=O)c1ccc2c(c1)oc(=O)n2C)C(=O)N1CCN(c2cc(Cl)ccc2C)CC1 (stereo unspecified) | 4.0% | 0.0% | -5.8%
Cc1ccc(S(=O)(=O)C(CNC(=O)COc2ccccc2)c2ccco2)cc1 (stereo unspecified) | 3.4% | -23.6% | 6.6%
Cc1ccc(CCNC(=O)c2cc3cc4cc(C)ccc4nc3s2)cc1 | 0.6% | 3.1% | -11.6%
CCCCc1ccc(NS(=O)(=O)c2cc3c4c(c2)CC(=O)N4CCC3)cc1 | -0.9% | ? | -0.8%
CCOC(=O)c1[nH]c(C)c(CCC(=O)NCc2ccccc2)c1C | -1.3% | 7.7% | 1.0%
CCOC(=O)c1cc(-c2ccccc2)n(CCCC(=O)Nc2ccc(CC)cc2)c1C | -0.2% | ? | -16.9%
COc1ccc(CC(=O)NCC(c2cccs2)S(=O)(=O)c2ccc(C)cc2)cc1 (stereo unspecified) | 3.9% | -9.9% | -3.4%
CC(C)(C)c1cc(C(C)(C)C)c2oc(=O)c(-c3nc4ccccc4[nH]3)cc2c1 | -1.6% | 27.9% | 15.5%
COc1ccc(NC(=O)CSc2nc3nc(C)c(Cc4ccccc4Cl)c(C)n3n2)cc1OC | 0.3% | -3.3% | -0.3%
CCOc1cccc2cc(-c3cn4c(n3)sc3cc(C)ccc34)c(=O)oc12 | -0.2% | 26.2% | 6.1%
Cc1ccc(Nc2ccc(N3CCN(C(=O)c4ccc([N+](=O)[O-])cc4Cl)CC3)nn2)cc1 | 0.7% | ? | 1.3%
Cc1c(C(=O)Nc2ccc(Br)cc2F)oc2ccc(S(=O)(=O)N3CCCCC3)cc12 | -0.9% | -12.2% | 6.1%

Profiles as entered above:
Results for Cc1c(C(=O)Nc2ccc(Br)cc2F)oc2ccc(S(=O)(=O)N3CCCCC3)cc12 → Nrf2 activator: -0.9%; TGFb SMAD3 inh: -12.2%; A549 tox: 6.1%
Results for COc1ccc(OC)c(S(=O)(=O)NCC(c2cccs2)S(=O)(=O)c2ccc(F)cc2)c1 (stereo unspecified) → Nrf2 activator: 16.3%; TGFb SMAD3 inh: ?; A549 tox: 5.7%

Next section:
SMILES | Nrf2 activator | TGFb SMAD3 inh | A549 tox
Cc1ccc(NC(=O)CN2C(=O)CCc3cc(S(=O)(=O)N4CCOCC4)ccc32)cc1F | 5.9% | ? | 5.3%
CCN1c2ccccc2-n2cccc2C12CCN(C(=O)Nc1ccccc1C(F)(F)F)CC2 | -0.1% | ? | -2.6%
CCc1nn2c(=O)cc(COC(=O)c3ccccc3NC(=O)COc3ccccc3C)nc2s1 | 0.1% | 0.1% | 1.0%
Cc1c(C(=O)NCc2ccc(F)cc2)sc2nc(-c3ccccc3)cn12 | 0.6% | -3.2% | -15.0%
O=C(CCS(=O)(=O)c1ccc(Br)cc1)Nc1ccc(F)cc1F | 0.6% | -15.8% | 4.9%
CCOc1ccccc1NC(=O)N1CCc2c(sc(C)c2CC)C1c1ccccc1 (stereo unspecified) | 3.2% | -21.1% | -10.8%
COc1ccc(CNC(=O)c2ccc(N3CCCC3)c(NC(=O)NCc3ccc(F)cc3)c2)cc1 | 2.9% | ? | -4.0%
CCOC(=O)c1cc(-c2ccc(OC)cc2)n(CCC(=O)Nc2ccccc2OC)c1C | 9.4% | 0.9% | 0.7%
CCOc1cc(-c2nnc(SCC(=O)Nc3ccc(F)c(F)c3)nc2-c2ccc(OC)c(OCC)c2)ccc1OC | 21.6% | -3.1% | 8.6%
COc1ccc(CNC(=O)CCC2N=C3c4ccccc4N=C(SCC(=O)NCCc4ccc(OC)c(OC)c4)N3C2=O)cc1 (stereo unspecified) | -0.7% | -1.8% | 3.0%
COc1ccc(CNC(=O)C2CCN(S(=O)(=O)c3c(C)noc3/C=C/c3ccccc3F)CC2)cc1 | 6.0% | -22.7% | -1.7%
COc1ccc(-c2nc3sc(CCNC(=O)C(=O)Nc4cc(C)cc(C)c4)c(C)n3n2)cc1 | -0.8% | 7.9% | -0.8%
CCOc1ccc(C2c3[nH]c4ccccc4c3CCN2C(=O)CCC2CCCC2)cc1 (stereo unspecified) | 0.8% | -10.9% | 1.3%
COc1cccc(N2CC(NC(=O)c3cc(Cl)ccc3OC)CC2=O)c1 (stereo unspecified) | -0.7% | -0.9% | -2.8%
Cc1nc(Oc2ccc(F)cc2Cl)c2oc3ccccc3c2n1 | 1.0% | 2.1% | 1.4%
CC(=O)c1ccc(N2CCN(S(=O)(=O)c3cc(-c4noc(C)n4)ccc3C)CC2)cc1 | -0.9% | -0.5% | 10.6%
COc1ccc2nc(NC(=O)c3ccc(S(=O)(=O)N4CCCC(C)C4)cc3)sc2c1 (stereo unspecified) | -0.4% | -0.6% | 3.0%
COc1ccc(C(=O)CCC(=O)Nc2ccc(F)cc2F)cc1 | 2.6% | -2.7% | -0.9%
Cc1cc(C)cc(NC(=O)CSc2nc3sc4c(c3c(=O)[nH]2)CCCC4)c1 | -1.7% | -0.7% | 5.4%
COc1ccc(NC(=O)NCCn2nnc3cc(S(=O)(=O)N(C)C)ccc32)cc1 | 0.6% | -30.5% | -5.1%
Cc1ccccc1C(=O)NCC(c1ccc(N(C)C)cc1)N1CCCC1 (stereo unspecified) | 5.1% | 29.3% | 10.0%
Cc1cc(C)cc(C(=O)n2nc(C)c(S(=O)(=O)N3CCCCCC3)c2C)c1 | 0.0% | -1.7% | 15.1%
COc1ccccc1CN1CCNC(=O)C1=O | 0.0% | -3.2% | -9.9%
CCOc1ccc(NC(=O)NCCc2c(C)nn(C)c2C)cc1 | 0.4% | -7.9% | -0.7%
COc1ccc(-c2cc(C(C)=O)c(C)n2CCC(=O)Nc2cccc(C)c2C)cc1 | 5.1% | 0.0% | 1.0%
Cc1ccc(N2CC(NC(=O)Cc3ccc(F)cc3)CC2=O)cc1 (stereo unspecified) | 0.4% | -3.2% | -6.2%
COc1cc(-c2ccno2)ccc1S(=O)(=O)N1CCN(c2cccc(Cl)c2)CC1 | 0.1% | ? | -1.9%
COC(=O)c1ccc2c(c1)N(Cc1cc(C)ccc1C)C(=O)c1ccccc1S2 | -1.6% | 11.0% | 18.4%
CCc1ccc(-n2c(=O)c3c(C)c(C(=O)N(C)C)sc3n(Cc3ccccc3F)c2=O)cc1 | 0.1% | 0.0% | 3.4%
O=C(Nc1cc(Cl)cc(Cl)c1)c1ccc(F)c(S(=O)(=O)N2CCCC2)c1 | -1.3% | ? | -29.2%

An excerpt of these results, as a markdown table:
| molecule | Nrf2 activator | TGFb SMAD3 inh | A549 tox |
| --- | --- | --- | --- |
| CC(=O)c1ccc(N2CCN(S(=O)(=O)c3cc(-c4noc(C)n4)ccc3C)CC2)cc1 | -0.9% | -0.5% | 10.6% |
| COc1ccc(NC(=O)NCCn2nnc3cc(S(=O)(=O)N(C)C)ccc32)cc1 | 0.6% | -30.5% | -5.1% |
| COC(=O)c1ccc2c(c1)N(Cc1cc(C)ccc1C)C(=O)c1ccccc1S2 | -1.6% | 11.0% | 18.4% |
